From PubChem
SIRT5 block = blocks human SIRT5 desuccinylation of peptide; Q9NXA8; Purified SirT5, succinyl-peptide AMC, trypsin-coupled fluorescence; inhibition, % at 15 µM; 330,000 tested, 1.1% active; AID 652115; in the data active = inhibition above about 15%
Target sequence (Q9NXA8 whole entry, looked up): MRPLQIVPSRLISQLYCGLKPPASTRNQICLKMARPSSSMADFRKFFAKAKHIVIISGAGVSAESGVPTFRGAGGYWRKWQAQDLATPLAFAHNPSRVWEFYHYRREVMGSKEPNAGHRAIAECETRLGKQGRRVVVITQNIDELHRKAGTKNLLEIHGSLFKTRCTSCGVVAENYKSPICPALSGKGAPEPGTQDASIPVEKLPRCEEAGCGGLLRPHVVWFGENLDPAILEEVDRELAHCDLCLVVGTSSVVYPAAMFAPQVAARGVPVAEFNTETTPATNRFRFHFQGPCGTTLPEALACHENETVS
FN deposition inh = fibronectin deposition inhibition. AH1F fibroblasts, Alexa488-fibronectin deposition fluorescence, overnight. inhibition, % at 12.6 µM. 350,000 tested, 0.086% active. AID 743247;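 active = mean inhibition across replicates of 30% or more, regardless of how many single replicates reach that level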;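 note: positive control wells lacked labelled fibronectin entirely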
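Assay system: AH1F fibroblasts / Quantity: 10000 cells per well / Medium: DMEM plus 2% serum, read in PBS / Reagent: labelled fibronectin 24 nM / Dosing: single dose, pinned / Times: 1 h cell attachment, overnight exposure to compound and label / Signal: fluorescence, ex 485 nm, em 525 nm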
LGR2 antag = inhibitors of bursicon-induced Drosophila LGR2 receptor cAMP signaling | HEK293 LGR2, CRE-luciferase, bursicon-stimulated, 4 h | inhibition, % at 9.99 µM | 380,000 tested, 0.35% active | AID 720647;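 active = drop in luminescence signal, shown as inhibition above about 50% in the replicate tests, limit read from the data, passing the limit was not always enough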;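 note: agonist challenge used bursicon conditioned medium at about half maximal strength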
esBAF inh = blocks esBAF chromatin remodeling in mouse ES cells; reporter increase, % at 12.5 µM; 350,000 tested, 2% active; Bmi1-luciferase knock-in reporter, 24 h; 100% = twice the neutral-well signal; in the data active = activation above about 40%;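 note: 0% = median of the plate's neutral control wells and 100% = double that signal; a rise in the Bmi1 reporter signal indicates esBAF inhibition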
S100A4 MyoIIA = inhibitors of human S100A4 binding to myosin IIA peptide; S100A4/TAMRA-MyoIIA peptide fluorescence polarization; inhibition, % at 10.7 µM; 360,000 tested, 0.14% active; AID 652163;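 active = mean inhibition of at least 70% across replicates, with every replicate also reaching that level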
Target sequence (P26447 whole entry, looked up): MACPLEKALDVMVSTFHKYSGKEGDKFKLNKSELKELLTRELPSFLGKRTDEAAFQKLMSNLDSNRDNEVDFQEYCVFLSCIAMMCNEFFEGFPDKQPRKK
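incubation = readout 5 min after mixing, signal stable up to 60 min | system = S100A4 monomer protein | buffer or medium = HEPES pH 7.2 with CaCl2, KCl, NaCl, DTT, Triton | benchmarks = neutral control DMSO, positive control TFP | also added = fluorescent myosin IIA peptide, 5 nM | compound dosing = one concentration per compound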
Casp6 inh = caspase-6 (human) enzyme inhibition; AID 686996; P55212; purified caspase-6, Z-VEID-R110 cleavage fluorescence; 350,000 tested, 0.53% active; inhibition, % at 12.5 µM;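 active = mean inhibition across replicates at least about 35%, with every replicate also reaching that limit, limit read from the data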;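 note: 0% = median of neutral control wells and 100% = no fluorescence left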
Target sequence (P55212 24-179 limits assumed): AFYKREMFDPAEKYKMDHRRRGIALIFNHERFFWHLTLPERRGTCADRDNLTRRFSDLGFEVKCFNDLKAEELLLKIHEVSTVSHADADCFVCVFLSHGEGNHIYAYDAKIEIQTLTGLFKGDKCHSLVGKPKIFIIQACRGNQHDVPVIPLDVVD
Target sequence (P55212 194-293 limits assumed): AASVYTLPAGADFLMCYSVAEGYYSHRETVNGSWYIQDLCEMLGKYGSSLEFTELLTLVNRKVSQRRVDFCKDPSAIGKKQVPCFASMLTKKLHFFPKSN
Statin myotox sup = suppression of simvastatin myotoxicity; C2C12 myotubes + simvastatin, ATP luminescence, 48 h; scaled: DMSO 0, geranylgeraniol control 100; rescue of ATP level, % at 7.49 µM; 330,000 tested, 0.78% active;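 active = mean ATP rescue above about 67%, or every replicate alone reaching that limit, limit read from the data, passing the limit was not always enough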;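 note: myotubes were challenged with 10 µM simvastatin during compound exposure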
Starred values were filed as active, the others as inactive; nt = no result given; & = joins results of further samples. Some of the compounds tested; count on the stated rates, not on these rows.

Below each compound: LGR2 antag | SIRT5 block | S100A4 MyoIIA | Casp6 inh | Statin myotox sup | esBAF inh | FN deposition inh
CO[C@H]1CN(C)C(=O)c2ccc(NC(C)=O)cc2OC[C@@H](C)N(Cc2ccccn2)C[C@@H]1C
  6 | 0 | -1 | 1 | -15 | -3 | 1
N#C[C@@H]1[C@H](c2ccccc2)[C@H](CO)N1C(=O)Cc1ccccn1
  3 | 1 | 0 | -1 | -3 | 1 | 5
Cc1cc(Cl)nc(Cl)c1C(=O)N1CCOCC1
  -1 | 22* | 1 | -3 | -16 | -9 | -15
COc1ccc(C(=O)Nc2nc3cc4c(cc3s2)OCCO4)c(OC)c1
  -50 | -9 | -3 | 1 | nt | nt | 3
Cc1ccc(S(=O)(=O)N2CCN(C(=O)c3ccco3)CC2)c(C)c1
  4 | -2 | -4 | -7 | -6 | 1 | -2
COc1ccc(N2C(=O)c3cccc4cccc(c34)C2=O)cc1
  9 | 4 | -5 | 0 | 0 | -4 | 6
CCc1ccc(NS(=O)(=O)c2ccc3c(c2)oc(=O)n3C)cc1
  -8 | -4 | -5 | 1 | 0 | 6 | 0
O=C(NCCC1=CCCCC1)C1CCC(=O)N(Cc2cccc(C(F)(F)F)c2)C1 (configuration not stated)
  -18 | 0 | -6 | -1 | 8 | 1 | -1
COC(=O)c1ccc(CNS(=O)(=O)c2ccc3ccccc3c2)cc1
  6 | -5 | -4 | -1 | -16 | -4 | 1
COC(=O)c1sc(NC(=S)NC(=O)c2cc(OC)c(OC)c(OC)c2)nc1C
  -3 | 1 | 7 | -1 | 2 | 0 | -3
CN1C(=O)c2cc(NC(=O)Cc3cccs3)ccc2OC[C@@H]2O[C@H](CC(=O)NCc3ccc(-c4ccccc4)cc3)CC[C@@H]21
  nt | -3 | -4 | 0 | -2 | 6 | nt
O=C1CN(C(=O)C2CCC(=O)N(CCc3ccc(Cl)cc3)C2)CCN1 (configuration not stated)
  4 | -4 | -6 | -2 | -4 | -4 | -4
Cc1ccccc1C(O)c1cccnc1 (configuration not stated)
  nt | 1 | -28 | -1 | nt | nt | -1
COc1cc2c(cc1N/C=C(\C#N)c1nc(-c3ccccc3)cs1)oc1ccccc12
  nt | -3 | -6 | 3 | nt | nt | 6
O=C(Nc1cccc(F)c1)c1ccc(S(=O)(=O)N2CCCC2)cc1
  -5 | -1 | 2 | -2 | nt | 25 | 6
O=C(Cc1ccccc1)Nc1nonc1NC(=O)c1ccccc1
  nt | nt | nt | nt | -9 | -2 | -6
Cc1[nH]c2ccccc2c1C(=O)C(=O)N1CCN(C(=O)c2ccco2)CC1
  -13 | 4 | -1 | 6 | nt | nt | 2
O=C(C[C@H]1C=C[C@@H](NS(=O)(=O)c2ccccc2F)[C@@H](CO)O1)NCCCN1CCOCC1
  -2 | 1 | 3 | 0 | 4 | -9 | -11
CSc1ccc(CN(C)C(=O)COc2ccc(C(=O)c3ccccc3)cc2)cc1
  2 | 1 | 6 | 0 | 4 | -6 | 7
COC(=O)C[C@H](NC(=O)Cn1cnc2c(OCc3ccccc3)ncnc21)C(=O)OC
  -14 | -3 | -4 | -3 | 0 | -2 | -3

Carrying on.
Below each compound: LGR2 antag | SIRT5 block | S100A4 MyoIIA | Casp6 inh | Statin myotox sup | esBAF inh | FN deposition inh
CO[C@@H]1CN(C)C(=O)c2ccc(NS(=O)(=O)c3cn(C)cn3)cc2OC[C@H](C)NC[C@@H]1C
  2 | -1 | 36 | nt | 2 | -9 | -21
O=C(NCc1ccc(F)cc1)c1cnc(-c2ccccn2)nc1C(F)(F)F
  nt | nt | nt | nt | 9 | 3 | 8
CC1CCCCC1NC(=O)CN1CCC(NC(=O)C(C)(C)C)CC1 (configuration not stated)
  1 | nt | -1 | -3 | -17 | -1 | -4
OCCN(Cc1nc(-c2ccc3c(c2)OCO3)no1)Cc1cccs1
  -11 | -9 | 0 | -3 | 24 | 8 | -10
O=c1c2sc3nc(N4CCOCC4)c4c(c3c2ncn1C(c1ccccc1)c1ccccc1)CCCC4
  8 | -2 | 28 | 2 | -5 | 15 | -7
O=Cc1ccc(OCC(=O)NC(=O)NC2CCCCC2)cc1
  nt | nt | nt | nt | -4 | -6 | 4
O=C(c1[nH]c(C(F)(F)F)nc1-c1ccccc1)N1CCC(Cc2ccccc2)CC1
  -15 | -1 | -3 | -1 | 2 | -5 | 1
COc1ccc(/C=N/NC(=O)c2ccccc2OC)cc1COc1ccc(C)cc1
  -2 | 0 | 2 | 0 | nt | nt | -3
CN(C)C(=O)c1cn(N(C)c2ncc(C(F)(F)F)cc2Cl)c(=O)c2ccccc12
  -6 | nt | nt | nt | 11 | -2 | nt
CN1C[C@@H]2[C@H](c3ccccc31)[C@H](CO)N2C(=O)C1CCCCC1
  9 | 0 | -30 | -2 | -6 | 2 | nt
COc1ccc(CN(C)C[C@H]2OCCCC[C@H](C)Oc3ccc(NC(=O)c4ccccc4)cc3C(=O)N([C@@H](C)CO)C[C@@H]2C)cc1
  11 | -1 | 16 | 2 | nt | -1 | nt
CC(=O)Nc1ccc(S(=O)(=O)N2CCC(=O)Nc3ccccc32)cc1
  nt | -2 | -5 | 1 | nt | nt | 3
COc1cc(-c2nc(C(F)(F)F)c(OC)o2)cc(OC)c1OC
  1 | nt | -3 | 0 | -7 | 1 | -4
CC1(C)C2CCC1(CS(=O)(=O)NC(CC(=O)O)c1cccc(Br)c1)C(=O)C2 (configuration not stated)
  3 | -2 | -3 | -2 | 7 | 2 | -5
COC(=O)C(Cc1ccccc1)NC(=O)CCc1c[nH]c2ccccc12 (configuration not stated)
  -3 | -2 | 2 | 5 | -5 | -3 | -11
CCN(CC)C(=O)Cn1cc(S(=O)(=O)CC(=O)Nc2ccc(C(N)=O)cc2)c2ccccc21
  -11 | -1 | 0 | -1 | 8 | -5 | -8
CC1CN(CC(O)COc2ccc(C(C)C)cc2)CC(C)O1 (configuration not stated)
  nt | nt | nt | nt | -81 | 4 | 20
O=C(Nc1ccc2nc(-c3ccco3)[nH]c2c1)c1ccco1
  nt | nt | nt | nt | -8 | 32 | -3
Cc1nn(Cc2cccc(C(=O)Nc3ccn(Cc4ccccc4F)n3)c2)c(C)c1[N+](=O)[O-]
  28 | nt | nt | nt | 12 | -3 | nt
COc1cc(/C=N/NC(=O)CNC(=O)c2cccs2)ccc1O
  nt | 2 | -4 | 0 | nt | nt | 4

Reformatted bar-delimited: part of the list above
mol | LGR2 antag | SIRT5 block | S100A4 MyoIIA | Casp6 inh | Statin myotox sup | esBAF inh | FN deposition inh
O=Cc1ccc(OCC(=O)NC(=O)NC2CCCCC2)cc1 | nt | nt | nt | nt | -4 | -6 | 4
O=C(c1[nH]c(C(F)(F)F)nc1-c1ccccc1)N1CCC(Cc2ccccc2)CC1 | -15 | -1 | -3 | -1 | 2 | -5 | 1
COc1ccc(/C=N/NC(=O)c2ccccc2OC)cc1COc1ccc(C)cc1 | -2 | 0 | 2 | 0 | nt | nt | -3
CN(C)C(=O)c1cn(N(C)c2ncc(C(F)(F)F)cc2Cl)c(=O)c2ccccc12 | -6 | nt | nt | nt | 11 | -2 | nt
CN1C[C@@H]2[C@H](c3ccccc31)[C@H](CO)N2C(=O)C1CCCCC1 | 9 | 0 | -30 | -2 | -6 | 2 | nt
COc1ccc(CN(C)C[C@H]2OCCCC[C@H](C)Oc3ccc(NC(=O)c4ccccc4)cc3C(=O)N([C@@H](C)CO)C[C@@H]2C)cc1 | 11 | -1 | 16 | 2 | nt | -1 | nt
CC(=O)Nc1ccc(S(=O)(=O)N2CCC(=O)Nc3ccccc32)cc1 | nt | -2 | -5 | 1 | nt | nt | 3
COc1cc(-c2nc(C(F)(F)F)c(OC)o2)cc(OC)c1OC | 1 | nt | -3 | 0 | -7 | 1 | -4
CC1(C)C2CCC1(CS(=O)(=O)NC(CC(=O)O)c1cccc(Br)c1)C(=O)C2 (configuration not stated) | 3 | -2 | -3 | -2 | 7 | 2 | -5
COC(=O)C(Cc1ccccc1)NC(=O)CCc1c[nH]c2ccccc12 (configuration not stated) | -3 | -2 | 2 | 5 | -5 | -3 | -11
CCN(CC)C(=O)Cn1cc(S(=O)(=O)CC(=O)Nc2ccc(C(N)=O)cc2)c2ccccc21 | -11 | -1 | 0 | -1 | 8 | -5 | -8
CC1CN(CC(O)COc2ccc(C(C)C)cc2)CC(C)O1 (configuration not stated) | nt | nt | nt | nt | -81 | 4 | 20
O=C(Nc1ccc2nc(-c3ccco3)[nH]c2c1)c1ccco1 | nt | nt | nt | nt | -8 | 32 | -3
Cc1nn(Cc2cccc(C(=O)Nc3ccn(Cc4ccccc4F)n3)c2)c(C)c1[N+](=O)[O-] | 28 | nt | nt | nt | 12 | -3 | nt
COc1cc(/C=N/NC(=O)CNC(=O)c2cccs2)ccc1O | nt | 2 | -4 | 0 | nt | nt | 4

The results go on.
Below each compound: LGR2 antag | SIRT5 block | S100A4 MyoIIA | Casp6 inh | Statin myotox sup | esBAF inh | FN deposition inh
Cc1ccc(Cc2c(-c3ccc(C#N)cc3)nc3ccc(Br)cn23)cc1
  -54 | -6 | -9 | -3 | -5 | 4 | 1
CC(C)(NC(=O)NC(CO)c1ccccc1)c1cccc(C(C)(C)NC(=O)NC(CO)c2ccccc2)c1 (configuration not stated)
  22 | -3 | -3 | 0 | 3 | 6 | -6
CC1CCCN(CC(O)CN2CCN(CC(O)CN3CCCC(C)C3)C(C)C2)C1 (configuration not stated)
  -2 | -13 | -23 | -124 | -5 | -4 | -6
C[C@@H]1CN([C@@H](C)CO)S(=O)(=O)c2ccc(C#C[C@@H](C)O)cc2O[C@H]1CN(C)C(=O)CN(C)C
  -5 | 0 | 3 | -3 | -3 | 2 | nt
COc1ccc2[nH]c(CN3CCN(CC=C(C)C)C(CCO)C3)c(C)c2c1 (configuration not stated)
  -15 | -4 | -2 | -4 | -1 | -2 | -2
Oc1ccc(Nc2nnc(-c3ccc(O)cc3)c3ccccc23)cc1
  -28 | -3 | -5 | 0 | nt | nt | -2
COc1ccc(N2CCN(C(=O)Cc3ccc(C)cc3)CC2)cc1
  4 | -2 | -3 | 0 | 28 | 1 | 18
COc1ccc(S(=O)(=O)N(C)C[C@H]2Oc3ncc(Br)cc3C(=O)N([C@@H](C)CO)C[C@@H]2C)cc1
  -4&-9 | -3&-3 | -4&-11 | 0&4 | 3 | -4 | 8&-12
C[C@@H]1CN([C@@H](C)CO)C(=O)Cc2cc(NC(=O)C3CC3)ccc2O[C@@H]1CN(C)C(=O)NC1CCCCC1
  7 | 3 | -11 | -1 | 10 | -1 | nt
Cc1ccc(S(=O)(=O)CCc2ccncc2)cc1
  8 | -6 | -2 | 2 | 5 | -1 | 2
O=C(NC(=S)Nc1ccc2oc(=O)ccc2c1)c1cccc(Cl)c1
  -11 | 0 | 1 | -2 | -3 | 6 | 3
CC(=O)N/C(=C/c1ccc(OS(=O)(=O)c2ccc(C)cc2)cc1)C(=O)NCCO
  -6 | -5 | -4 | -1 | nt | nt | 6
O=C(c1cc(-c2ccncc2)nc2ccccc12)N1CCN(c2ccc(N3CCOCC3)nn2)CC1
  nt | nt | nt | nt | 0 | 4 | -1
C[C@@H]1CN([C@H](C)CO)C(=O)c2cc(C#Cc3ccccn3)cnc2O[C@@H]1CN(C)Cc1cccnc1
  8 | 2 | 20 | 2 | 2 | 2 | nt
O=c1cc(O)nc(SCc2ccccc2)n1-c1ccc(Cl)cc1
  -1 | 4 | 5 | 17 | 14 | 6 | -6
